Fam108B counter = blocks mouse Fam108B hydrolase in RBBP9 counter-screen; recombinant Fam108B, FP-Rh probe fluorescence polarization; actives 0.33% (n = 300,000); inhibition, % at 9.51 µM;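 active means inhibition above the screen mean inhibition plus 3 SD, computed separately per campaign, cut at about 18% in these data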;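 further: inhibitors lower polarization as less probe binds the enzyme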
MEX-5 binding = C. elegans MEX-5 TCR-2 RNA binding activity; AID 1832; actives 0.38% (n = 300,000); activity score (negative = inhibition of binding), % at 10 µM; Q9XUB2; MEX-5/FITC-TCR2 RNA binding, fluorescence polarization; active compounds read low;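 active means inhibition past about -25% in most replicates, and total fluorescence under double the plate's negative control median, limit read from the data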;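 further: 0% = DMSO and -100% = 5 µM competing unlabeled TCR2 RNA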
GLD-1 TGE inh = GLD-1-TGE RNA interaction inhibition (C. elegans); Q17339; purified GLD-1 + fluorescein TGE RNA, fluorescence polarization; AID 2280; inhibition, % at 5.96 µM; actives 0.44% (n = 320,000);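 active means percent inhibition above a per-plate cutoff, the plate mean of test compounds plus 3 SD, cut at about 30% in these data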;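 further: 0% = DMSO wells with GLD-1 and probe and 100% = wells lacking GLD-1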
MCL1 BIM primary = MCL1-BIM-BH3 interaction inhibition (human); Q07820; GST-MCL1 / FITC-Bim-BH3 fluorescence polarization; inhibition, % at 10.9 µM; actives 0.68% (n = 320,000);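 active means inhibition above the mean inhibition of all tested compounds plus 3 SD, set per campaign, cut at about 40% in these data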;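 further: 0% = DMSO wells and 100% = unlabeled Bim-BH3 peptide control; higher means more loss of mP so more displacement of Bim peptide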
Bcl-xL primary = blocks human Bcl-xL binding to Bim BH3 peptide; actives 0.7% (n = 320,000); Q07817; inhibition, % at 10.9 µM; GST-Bcl-xL / FITC-Bim BH3 peptide fluorescence polarization;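 active means inhibition above the mean of all tested compounds plus 3 SD, cutoff set per campaign, cut at about 30% in these data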;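 further: 0% = DMSO wells and 100% = unlabeled Bim-BH3 peptide competitor; inhibitors lower millipolarization by displacing the labeled peptide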
Target sequence (Q07817 whole entry, looked up): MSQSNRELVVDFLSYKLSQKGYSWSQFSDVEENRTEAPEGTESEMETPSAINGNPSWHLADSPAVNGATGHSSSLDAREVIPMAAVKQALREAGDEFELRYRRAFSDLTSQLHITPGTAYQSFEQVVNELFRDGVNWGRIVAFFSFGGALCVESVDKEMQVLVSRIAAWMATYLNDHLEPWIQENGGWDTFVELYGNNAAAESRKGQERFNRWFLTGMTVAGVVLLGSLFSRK
pPAFAH FP inh = inhibitors of human plasma PAF acetylhydrolase (pPAFAH). Q13093. recombinant pPAFAH, FP-rhodamine probe fluorescence polarization. inhibition, % at 3.39 µM. actives 1.5% (n = 330,000). AID 463082;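 active means inhibition above the mean inhibition across the screen plus 3 SD, cut at about 25% in these data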;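 further: inhibitors block binding of the rhodamine activity-based probe so polarization drops; 0% = enzyme with DMSO and 100% = wells lacking pPAFAH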
Target sequence (Q13093 whole entry, looked up): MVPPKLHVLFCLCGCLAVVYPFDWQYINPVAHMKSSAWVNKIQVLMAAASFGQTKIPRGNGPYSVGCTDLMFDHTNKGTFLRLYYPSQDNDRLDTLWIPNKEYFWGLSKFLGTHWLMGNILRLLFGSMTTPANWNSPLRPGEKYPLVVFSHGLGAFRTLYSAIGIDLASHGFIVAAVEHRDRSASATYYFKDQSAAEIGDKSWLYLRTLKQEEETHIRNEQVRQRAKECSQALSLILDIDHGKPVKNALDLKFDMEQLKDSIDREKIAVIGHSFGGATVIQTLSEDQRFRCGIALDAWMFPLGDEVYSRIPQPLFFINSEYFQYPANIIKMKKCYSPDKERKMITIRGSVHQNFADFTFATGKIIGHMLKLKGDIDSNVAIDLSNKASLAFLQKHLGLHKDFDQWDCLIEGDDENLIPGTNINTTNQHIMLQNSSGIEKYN
AHR activator = human AHR activation | P35869 | AHR-responsive luciferase reporter cells, luminescence | activation, % at 5 µM | actives 2.5% (n = 320,000); in the data active means activation above about 47%;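 further: 0% = vehicle wells and 100% = reference agonist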
PME-1 primary = PME-1 (human) inhibition; recombinant PME-1, FP-Rh probe fluorescence polarization; actives 0.53% (n = 320,000); inhibition, % at 5.9 µM; AID 2130;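 active means inhibition above the campaign mean of all compounds plus 3 SD, cut at about 26% in these data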;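 further: competitive labeling of PME-1 active site by serine hydrolase directed probe; 0% = PME-1 with DMSO and 100% = wells lacking PME-1 enzyme; inhibitors block probe labeling so polarization falls and inhibition rises; many of its hits are not listed in these tables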
Target sequence (Q9Y570 whole entry, looked up): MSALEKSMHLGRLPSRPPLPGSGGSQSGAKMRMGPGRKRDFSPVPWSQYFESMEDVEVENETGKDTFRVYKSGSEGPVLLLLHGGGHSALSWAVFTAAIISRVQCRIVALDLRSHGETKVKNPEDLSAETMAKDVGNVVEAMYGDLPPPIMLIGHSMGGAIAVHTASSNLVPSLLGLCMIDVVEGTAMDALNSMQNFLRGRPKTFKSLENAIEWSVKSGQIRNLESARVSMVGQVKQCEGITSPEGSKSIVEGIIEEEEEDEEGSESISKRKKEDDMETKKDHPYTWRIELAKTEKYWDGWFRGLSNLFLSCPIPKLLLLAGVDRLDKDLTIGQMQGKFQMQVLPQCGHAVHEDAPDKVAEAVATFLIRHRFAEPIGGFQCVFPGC
PAFAH1B2 inh = inhibitors of human PAFAH1B2; actives 1.2% (n = 340,000); AID 492953; P68402; recombinant PAFAH1B2, FP-rhodamine activity probe, fluorescence polarization; inhibition, % at 3.39 µM;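 active means inhibition above the mean of all tested compounds plus 3 SD, cut at about 24% in these data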;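 further: 0% = enzyme with DMSO and 100% = wells lacking PAFAH1B2; many of its hits are not listed in these tables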
* hit, by the source's call.

How did CCOC(=O)[C@@H]1[C@H]2COc3ccccc3[C@H]2N2C(=O)N(c3ccc(Cl)cc3)C(=O)[C@]12C do in these assays?
Fam108B counter: -6.0; MEX-5 binding: 2.4; GLD-1 TGE inh: 7.2; MCL1 BIM primary: -1.2; Bcl-xL primary: -0.1; pPAFAH FP inh: 2.3; AHR activator: 0.6; PME-1 primary: 3.9; PAFAH1B2 inh: 10.2

What do the screens show for `CCCN(CC(=O)Nc1ccccc1C)C(=O)c1ccc(COc2ccccc2)cc1`?
Fam108B counter: -3.3; MEX-5 binding: -0.2; GLD-1 TGE inh: 2.4; MCL1 BIM primary: -1.7; Bcl-xL primary: 1.8; pPAFAH FP inh: 10.2; AHR activator: -2.7; PME-1 primary: -3.5; PAFAH1B2 inh: 1.2

Results for CCCCOc1cccc(C2/C(=C(\O)c3ccc4c(c3)OCCO4)C(=O)C(=O)N2CCN2CCOCC2)c1 (stereo unspecified) ?
Fam108B counter: 0.5; MEX-5 binding: -0.5; GLD-1 TGE inh: -2.5; MCL1 BIM primary: 0.8; Bcl-xL primary: 0.4; pPAFAH FP inh: 2.4; AHR activator: 3.0; PME-1 primary: 7.0; PAFAH1B2 inh: 3.0

How did CCNC(=S)N1CCC(Cc2ccccc2)CC1 do in these assays?
Fam108B counter: -1.9; MEX-5 binding: 0.5; GLD-1 TGE inh: 4.1; MCL1 BIM primary: 16.0; Bcl-xL primary: 5.5; pPAFAH FP inh: 3.1; AHR activator: -6.4; PME-1 primary: 4.5; PAFAH1B2 inh: -0.3

Results for COC(=O)CCCC1=CC2=C(c3ccccc3)C(=O)C(C)(OC(=O)C3CCCC3)C(=O)C2=CN1CC(C)C (stereo unspecified) ?
Fam108B counter: 3.1; MEX-5 binding: -5.0; GLD-1 TGE inh: 16.1; MCL1 BIM primary: 17.4; Bcl-xL primary: 25.9; pPAFAH FP inh: 0.5; AHR activator: 0.8; PME-1 primary: 6.5; PAFAH1B2 inh: 0.9

What do the screens show for `CC(=O)N1CCOc2ccc(S(=O)(=O)N3CCCC(C)C3)cc21` (stereo unspecified)?
Fam108B counter: 5.4; MEX-5 binding: -4.5; GLD-1 TGE inh: 0.1; MCL1 BIM primary: 4.9; Bcl-xL primary: 3.3; pPAFAH FP inh: -2.3; AHR activator: 4.9; PME-1 primary: 11.3; PAFAH1B2 inh: -1.5

What do the screens show for `CCOc1cc2[nH]c(=S)n(CCN3CCC(C)CC3)c(=O)c2cc1OCC`?
Fam108B counter: 2.1; MEX-5 binding: 2.3; GLD-1 TGE inh: 0.8; MCL1 BIM primary: 2.9; Bcl-xL primary: 8.2; pPAFAH FP inh: 1.4; AHR activator: -0.3; PME-1 primary: 1.6; PAFAH1B2 inh: -2.5

How did COc1cc(N/N=C(\C)c2ccc(N)cc2)nc(-c2ccccc2)n1 do in these assays?
Fam108B counter: 6.3; MEX-5 binding: 1.7; GLD-1 TGE inh: 5.3; MCL1 BIM primary: -2.8; Bcl-xL primary: 2.5; pPAFAH FP inh: 1.5; AHR activator: 46.1; PME-1 primary: 20.0; PAFAH1B2 inh: 11.4

How did COc1ccc(-n2c(N)cc(=O)nc2SCC(=O)N2CCN(c3ccccc3)CC2)cc1 do in these assays?
Fam108B counter: -2.0; MEX-5 binding: -2.2; GLD-1 TGE inh: 5.1; MCL1 BIM primary: 6.0; Bcl-xL primary: 6.0; pPAFAH FP inh: -6.8; AHR activator: 0.8; PME-1 primary: 1.5; PAFAH1B2 inh: -2.1

How did Cc1ccc(-c2csc(N/N=C/c3ccco3)n2)cc1 do in these assays?
Fam108B counter: 7.4; MEX-5 binding: -2.1; GLD-1 TGE inh: 0.9; MCL1 BIM primary: -1.2; Bcl-xL primary: 1.1; pPAFAH FP inh: 12.6; AHR activator: -8.7; PME-1 primary: 4.6; PAFAH1B2 inh: 1.3

How did COc1cccc(C(CC(=O)O)NS(=O)(=O)c2ccc3c(c2)N(C(C)=O)CC(C)O3)c1 (stereo unspecified) do in these assays?
Fam108B counter: -2.1; MEX-5 binding: -1.4; GLD-1 TGE inh: -4.1; MCL1 BIM primary: -14.6; Bcl-xL primary: -4.5; pPAFAH FP inh: -1.1; AHR activator: 3.5; PME-1 primary: -1.9; PAFAH1B2 inh: 2.5

How did Nc1nc(CSc2nnnn2-c2ccc(Cl)cc2)nc(N2CCOCC2)n1 do in these assays?
Fam108B counter: 0.9; MEX-5 binding: -0.5; GLD-1 TGE inh: -2.5; MCL1 BIM primary: 2.2; Bcl-xL primary: 4.5; pPAFAH FP inh: 2.1; AHR activator: 2.3; PME-1 primary: 3.6; PAFAH1B2 inh: 1.0

What do the screens show for `N=c1sccn1CC(=O)NCCc1ccc(Cl)cc1Cl`?
Fam108B counter: 0.4; GLD-1 TGE inh: 6.5; MCL1 BIM primary: 5.7; Bcl-xL primary: 4.4; pPAFAH FP inh: 1.9; AHR activator: 1.2; PME-1 primary: 1.6; PAFAH1B2 inh: -1.8

Results for CCCCNC(=S)N/N=C/c1cc(C)ccc1C ?
Fam108B counter: 5.0; MEX-5 binding: 0.6; GLD-1 TGE inh: -2.0; MCL1 BIM primary: 7.2; Bcl-xL primary: 3.6; pPAFAH FP inh: 1.7; AHR activator: -0.4; PME-1 primary: 10.2; PAFAH1B2 inh: -2.2

What do the screens show for `CS(=O)(=O)c1ccc(NCC2CCCO2)c([N+](=O)[O-])c1` (stereo unspecified)?
Fam108B counter: -2.7; MEX-5 binding: -0.5; GLD-1 TGE inh: 8.7; MCL1 BIM primary: 1.8; Bcl-xL primary: 1.2; pPAFAH FP inh: 3.5; AHR activator: 0.1; PME-1 primary: -2.2; PAFAH1B2 inh: 2.8

What do the screens show for `O=C(CN(C(=O)c1ccc(Cl)cc1)N1C(=O)C2CCCCC2C1=O)c1ccc(Cl)cc1` (stereo unspecified)?
Fam108B counter: -0.4; MEX-5 binding: 2.1; GLD-1 TGE inh: 6.5; MCL1 BIM primary: -1.3; Bcl-xL primary: 1.0; pPAFAH FP inh: -4.0; AHR activator: -3.1; PME-1 primary: -0.4; PAFAH1B2 inh: 9.3

How did C/C(=N\NC(=O)Cn1c(-c2ccccn2)nc2ccccc21)c1cccc(O)c1 do in these assays?
Fam108B counter: 1.8; MEX-5 binding: -0.1; GLD-1 TGE inh: 1.6; MCL1 BIM primary: 5.3; Bcl-xL primary: -0.8; pPAFAH FP inh: 16.5; AHR activator: 4.0; PME-1 primary: 2.8; PAFAH1B2 inh: 5.7

What do the screens show for `O=C(Nc1ccccc1Cl)NC1(C(=O)N2CCOCC2)CCCCC1`?
Fam108B counter: -0.6; MEX-5 binding: 0.1; GLD-1 TGE inh: 2.1; MCL1 BIM primary: -5.5; Bcl-xL primary: 0.4; pPAFAH FP inh: 5.4; AHR activator: -0.5; PME-1 primary: 1.7; PAFAH1B2 inh: -2.4

What do the screens show for `O=S(=O)(c1ccc(F)cc1)N1CCCC(c2nc(-c3ccc(F)cc3)no2)C1` (stereo unspecified)?
Fam108B counter: -2.4; GLD-1 TGE inh: 10.5; MCL1 BIM primary: 7.8; Bcl-xL primary: 2.6; pPAFAH FP inh: 10.3; AHR activator: -2.8; PME-1 primary: 2.8; PAFAH1B2 inh: 4.4

Results for COc1ccc(-c2csc(NCc3ccco3)n2)cc1C ?
Fam108B counter: 1.3; MEX-5 binding: 0.7; GLD-1 TGE inh: -4.5; MCL1 BIM primary: -14.4; Bcl-xL primary: -9.5; pPAFAH FP inh: 5.6; AHR activator: 3.3; PME-1 primary: 4.8; PAFAH1B2 inh: 3.3

What do the screens show for `COc1ccccc1NC(=O)C(=O)NCCC1CCCCN1S(=O)(=O)c1ccccc1` (stereo unspecified)?
Fam108B counter: -4.8; MEX-5 binding: -2.5; GLD-1 TGE inh: -2.9; MCL1 BIM primary: 0.2; Bcl-xL primary: 2.6; pPAFAH FP inh: 0.9; AHR activator: 26.7; PME-1 primary: -4.4; PAFAH1B2 inh: -0.5

Results for O=C(CCCc1ccccc1)NCCS(=O)(=O)N1CCN(c2ccc(F)cc2)CC1 ?
Fam108B counter: -4.0; MEX-5 binding: 1.9; GLD-1 TGE inh: 0.1; MCL1 BIM primary: -3.9; Bcl-xL primary: -2.4; pPAFAH FP inh: 7.7; AHR activator: 0.1; PME-1 primary: -2.5; PAFAH1B2 inh: 3.1

Results for Cc1nc2c(ncn2-c2ccccc2)c(=O)n1NC(=O)CN1CCCCC1 ?
Fam108B counter: -2.9; MEX-5 binding: 0.9; GLD-1 TGE inh: 0.6; MCL1 BIM primary: 5.0; Bcl-xL primary: 1.8; pPAFAH FP inh: 0.6; AHR activator: 5.7; PME-1 primary: 2.6; PAFAH1B2 inh: 0.7

How did CN(C)c1ccc(-c2nnn(CC(=O)N3c4ccccc4CCc4ccccc43)n2)cc1 do in these assays?
Fam108B counter: 3.3; MEX-5 binding: 3.2; GLD-1 TGE inh: 5.9; MCL1 BIM primary: -5.1; Bcl-xL primary: -0.9; pPAFAH FP inh: 0.4; AHR activator: 1.9; PME-1 primary: 3.9; PAFAH1B2 inh: 0.6

What do the screens show for `CC(NC(=O)COc1ccc(-c2nnco2)cc1)c1ccc(Cl)cc1Cl` (stereo unspecified)?
Fam108B counter: 1.3; MEX-5 binding: 0.4; GLD-1 TGE inh: -1.2; MCL1 BIM primary: -5.0; Bcl-xL primary: 1.1; pPAFAH FP inh: -0.8; AHR activator: -0.2; PME-1 primary: 1.1; PAFAH1B2 inh: 2.0

What do the screens show for `COCc1cc(=O)n2[nH]c(-c3ccc(C)cc3)cc2n1`?
Fam108B counter: 2.6; MEX-5 binding: 1.2; GLD-1 TGE inh: 2.3; MCL1 BIM primary: -0.6; Bcl-xL primary: 2.1; pPAFAH FP inh: 8.0; AHR activator: 18.1; PME-1 primary: -4.3; PAFAH1B2 inh: 0.6

What do the screens show for `CCn1c(=O)c2c(nc3n2CCCN3Cc2ccccc2)n(C)c1=O`?
Fam108B counter: 0.6; MEX-5 binding: 1.3; GLD-1 TGE inh: -8.4; MCL1 BIM primary: -1.8; Bcl-xL primary: -0.1; pPAFAH FP inh: 3.8; AHR activator: 1.1; PME-1 primary: 0.3; PAFAH1B2 inh: 8.0

What do the screens show for `O=C(O)c1cccc(-n2cccc2/C=C2/SC(=O)N(CC(=O)N3CCCC3)C2=O)c1`?
Fam108B counter: 3.4; MEX-5 binding: -3.8; GLD-1 TGE inh: -3.8; MCL1 BIM primary: 13.1; Bcl-xL primary: 5.2; pPAFAH FP inh: 10.6; AHR activator: 2.0; PME-1 primary: -1.9; PAFAH1B2 inh: 7.0

Results for O=C(Cn1cc(C(F)(F)F)ccc1=O)N/N=C/c1cccc(Cl)c1 ?
Fam108B counter: -3.0; MEX-5 binding: -1.4; GLD-1 TGE inh: 0.8; MCL1 BIM primary: -2.7; Bcl-xL primary: -4.5; pPAFAH FP inh: -2.5; AHR activator: 3.3; PME-1 primary: -6.2; PAFAH1B2 inh: 4.1

How did COc1ccccc1N1CCN(C(=O)CCS(=O)(=O)c2ccc3c(c2)NC(=O)C(C)S3)CC1 (stereo unspecified) do in these assays?
Fam108B counter: 0.5; MEX-5 binding: 0.8; GLD-1 TGE inh: 9.1; MCL1 BIM primary: 0.0; Bcl-xL primary: 3.9; pPAFAH FP inh: 21.0; AHR activator: 6.3; PME-1 primary: -1.1; PAFAH1B2 inh: 3.6

Compound activity: PubChem, several laboratories

An excerpt; count on the stated rates, not on these rows.
